M4 ag – agonists of human muscarinic M4 receptor (CHRM4); activation, % at 3 µM; CHO-K1 hM4/Gqi5, Fluo-8 calcium fluorescence; vehicle 0%, full acetylcholine response 100%; 360,000 tested, 0.14% active; AID 624127; P08173;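 active = activation above the run mean over all test wells plus 3 SD, cut at about 32% in these data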;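 also: peak over basal fluorescence ratio per well then scaled between controls; 0% = DMSO wells and 100% = acetylcholine at EC100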
Target sequence (P08173 whole entry, looked up): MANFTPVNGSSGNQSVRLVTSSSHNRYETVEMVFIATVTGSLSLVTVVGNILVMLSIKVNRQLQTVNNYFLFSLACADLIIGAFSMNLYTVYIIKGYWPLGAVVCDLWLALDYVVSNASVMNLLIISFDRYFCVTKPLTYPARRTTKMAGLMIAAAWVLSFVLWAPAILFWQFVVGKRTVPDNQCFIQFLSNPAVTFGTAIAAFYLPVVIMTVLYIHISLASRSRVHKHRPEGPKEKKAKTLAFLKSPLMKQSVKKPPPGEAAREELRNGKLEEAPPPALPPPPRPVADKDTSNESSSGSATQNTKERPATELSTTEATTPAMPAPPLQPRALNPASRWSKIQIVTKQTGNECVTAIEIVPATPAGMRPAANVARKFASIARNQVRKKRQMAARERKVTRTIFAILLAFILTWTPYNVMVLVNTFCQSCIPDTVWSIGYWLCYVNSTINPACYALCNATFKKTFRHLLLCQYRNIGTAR
CHRM5 PAM – positive allosteric modulators of human muscarinic M5 receptor; CHO-K1 hM5, Fluo-8 calcium, ACh EC20 PAM; 0% = ACh EC20, 100% = ACh EC100; 360,000 tested, 0.3% active; activation, % at 3 µM; P08912;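 active = activation above the run cutoff, the mean activation of all test compounds plus 3 SD, cut at about 18% in these data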
Target sequence (P08912 whole entry, looked up): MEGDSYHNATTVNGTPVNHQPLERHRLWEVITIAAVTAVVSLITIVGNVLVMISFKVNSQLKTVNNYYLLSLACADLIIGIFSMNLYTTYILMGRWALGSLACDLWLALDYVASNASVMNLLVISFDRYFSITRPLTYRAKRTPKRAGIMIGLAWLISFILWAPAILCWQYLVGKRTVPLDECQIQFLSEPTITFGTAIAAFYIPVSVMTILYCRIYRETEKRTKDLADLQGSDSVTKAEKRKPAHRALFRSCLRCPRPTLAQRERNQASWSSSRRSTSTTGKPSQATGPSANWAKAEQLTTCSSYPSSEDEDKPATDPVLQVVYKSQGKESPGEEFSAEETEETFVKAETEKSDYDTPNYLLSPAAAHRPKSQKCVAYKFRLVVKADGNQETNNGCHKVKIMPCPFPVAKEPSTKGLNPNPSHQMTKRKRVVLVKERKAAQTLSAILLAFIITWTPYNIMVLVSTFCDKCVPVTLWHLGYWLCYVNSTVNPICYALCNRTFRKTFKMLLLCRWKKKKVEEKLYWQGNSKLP
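Assay system – human M5 receptor in CHO-K1 cells · Read-out – % activation, ACh-normalized · Technique – Fluo-8 calcium fluorescence · Dosing – single-point, 3 µM nominal · Incubation – Fluo-8 loading 80 min at 37 °C plus 30 min room temperature · Repeats – singlicate, one well per test compound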
CHRM5 agonist – agonists of human muscarinic M5 receptor (CHRM5); CHO-K1 hM5 cells, Fluo-8 calcium fluorescence; 0% DMSO wells, 100% maximal acetylcholine response; activation, % at 3 µM; 360,000 tested, 0.19% active; AID 624037;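 active = activation above the run's mean over test compounds plus 3 SD, cut at about 23% in these data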;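 also: signal is peak over basal fluorescence ratio across the kinetic read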
M4 PAM – potentiates acetylcholine response at human M4 receptor. P08173. CHO-K1 hM4/Gqi5, Fluo-8 calcium fluorescence, ACh EC20; 0% = ACh EC20, 100% = maximal ACh. 360,000 tested, 0.4% active. AID 624126. activation, % at 3 µM;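 active = activation above its plate's cutoff, the mean activation of sample wells plus 3 SD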; also: some results filed as inactive read as strong as hits
CRFR2-BP ag – agonists of human CRF-binding protein/CRF-R2 receptor complex; HEK293 CRF-R2/CRF-BP, calcium dye fluorescence (FLIPR); percent of saturating CRF peptide response; activation, % at 13.2 µM; 350,000 tested, 0.46% active;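 active = activation of at least 50%, plus an integration ratio under a set limit after plate pattern correction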;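 also: plate controls were neutral control wells without compound for no effect and CRF at EC100 for full effect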
CHRM4 antagonist – antagonists of human muscarinic M4 receptor (CHRM4); CHO-hM4 cells, ACh EC80, Fluo-8 calcium fluorescence; inhibition, % at 3 µM; 360,000 tested, 0.73% active;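 active = inhibition above its plate's cutoff, the mean inhibition of sample wells plus 3 SD, cut at about 27% in these data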;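 also: 0% = acetylcholine EC80 with DMSO and 100% = DMSO without agonist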
IDE inh – inhibits human insulin-degrading enzyme in HEK cells | P14735 | FAbetaB cleavage, fluorescence polarization | inhibition, % at 5.59 µM | 320,000 tested, 0.41% active | AID 434962;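 active = percent inhibition above the average of all tested compounds plus 3 SD, set per screening campaign, cut at about 16% in these data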;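 also: IDE supplied by intact live HEK cells; FP after avidin binding of uncleaved biotin substrate so inhibition keeps polarization high; 0% = DMSO wells and 100% = 60 µM reference IDE inhibitor Ii1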
M5 antag – antagonists of human muscarinic M5 receptor (CHRM5). P08912. inhibition, % at 3 µM. 360,000 tested, 0.59% active. CHO-hM5 cells, Fluo-8 calcium fluorescence, ACh EC80;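 active = inhibition above a per-plate cutoff, the mean of that plate's test compounds plus 3 SD, cut at about 27% in these data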;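 also: 0% = acetylcholine EC80 with DMSO and 100% = DMSO without agonist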
CRFR2-BP antag – antagonists of CRF-binding protein/CRF-R2 receptor complex; HEK293 CRF-R2/CRF-BP, CRF-induced calcium fluorescence; 350,000 tested, 0.59% active; inhibition, % at 11.8 µM;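 active = inhibition of the ligand-induced calcium signal above about 50% at the single tested concentration, limit read from the data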
The depositor's hits bear a star; x = no result given. Hits appear at their usual frequency; overall some 2.9% were active at least once.

SMILES	M4 ag	CHRM5 PAM	CHRM5 agonist	M4 PAM	CRFR2-BP ag	CHRM4 antagonist	IDE inh	M5 antag	CRFR2-BP antag
CC(C)C[C@@H](CSc1ccc(Br)cc1)N1CCN(CCc2ccccc2)CCC1=O	3.0	-3.2	-5.7	1.8	4.2	-7.2	1.4	10.3	8.4
O=C(Nc1ccccc1)OCCN1CCOCC1	0.2	-1.2	1.7	1.8	-0.4	1.1	x	12.1	-9.4
Cc1ccc(S(=O)(=O)N2CCN(c3ccccc3)CC2)cc1C(=O)NC1CCCCC1	0.2	1.9	-3.4	-0.2	1.5	8.1	-3.5	15.1	2.1
Cc1cc(C)c2nc(NNC(=O)c3ccc(S(=O)(=O)N4CCCC(C)C4)cc3)sc2c1 (stereo unspecified)	5.0	-5.8	1.5	2.1	0.8	-21.0	2.0	-0.4	-30.3
O=C(Nc1ccccc1)c1oc2ccccc2c1NC(=O)C1CC1	2.6	-7.8	-6.6	-5.8	0.0	-1.5	-0.8	11.4	-23.0
Cc1sc2ncnc(NCCN3CCOCC3)c2c1C	12.8	-14.8	-2.1	-15.9	0.6	11.1	4.9	11.3	-3.0
CC(NC(=O)c1ccc2c(=O)n3c(nc2c1)CCCCC3)c1ccccc1 (stereo unspecified)	5.6	-6.2	1.4	-0.2	0.5	6.8	x	4.0	3.8
CC1CCN(C(=O)c2ccc(CSc3nc4ccncc4n3Cc3ccc(F)cc3)cc2)CC1	4.7	-7.8	-4.2	-13.1	6.2	15.2	-0.2	7.0	12.3
CCC(CO)Oc1cc(NCc2ccc(Cl)cc2)c2ncn(C(C)C)c2c1 (stereo unspecified)	1.3	4.8	1.4	8.4	1.8	-7.3	0.8	4.2	2.9
O=C(O)CCCn1cc(NC(=O)COc2cc(F)ccc2[N+](=O)[O-])cn1	0.0	-2.2	-0.5	5.5	1.5	-4.8	3.2	-1.1	18.1
CC1(c2ccccc2)NC(=O)N(CC(=O)NC(=O)NCc2ccco2)C1=O (stereo unspecified)	0.1	1.7	-1.5	-0.1	4.1	5.7	5.1	-6.5	-0.9
CCN(CC(=O)Nc1ccc(NC(C)=O)cc1)S(=O)(=O)/C=C/c1ccccc1	6.1	2.0	3.7	-1.3	-1.1	-4.8	-1.8	1.1	14.8
O=C(/C=C/c1ccc(-c2ccccc2[N+](=O)[O-])o1)c1ccc(F)cc1	-1.1	-6.4	-2.0	-4.2	0.3	10.0	-2.7	3.0	15.0
O=C(NC(=S)NCC1CCCO1)c1ccccc1 (stereo unspecified)	0.3	0.1	-3.6	13.7	13.2	-14.1	7.4	5.1	21.9
CCc1ccc(CNC(=O)C2CCN(S(=O)(=O)N3CCC4(CC3)OCCO4)CC2)cc1	3.4	-9.1	-6.5	-6.1	0.1	1.4	-7.3	-2.1	1.3

3 entries from above, reformatted:
O=C(Nc1ccccc1)OCCN1CCOCC1
  M4 ag: 0.2
  CHRM5 PAM: -1.2
  CHRM5 agonist: 1.7
  M4 PAM: 1.8
  CRFR2-BP ag: -0.4
  CHRM4 antagonist: 1.1
  IDE inh: x
  M5 antag: 12.1
  CRFR2-BP antag: -9.4
Cc1ccc(S(=O)(=O)N2CCN(c3ccccc3)CC2)cc1C(=O)NC1CCCCC1
  M4 ag: 0.2
  CHRM5 PAM: 1.9
  CHRM5 agonist: -3.4
  M4 PAM: -0.2
  CRFR2-BP ag: 1.5
  CHRM4 antagonist: 8.1
  IDE inh: -3.5
  M5 antag: 15.1
  CRFR2-BP antag: 2.1
Cc1cc(C)c2nc(NNC(=O)c3ccc(S(=O)(=O)N4CCCC(C)C4)cc3)sc2c1 (stereo unspecified)
  M4 ag: 5.0
  CHRM5 PAM: -5.8
  CHRM5 agonist: 1.5
  M4 PAM: 2.1
  CRFR2-BP ag: 0.8
  CHRM4 antagonist: -21.0
  IDE inh: 2.0
  M5 antag: -0.4
  CRFR2-BP antag: -30.3

(cont.)
SMILES	M4 ag	CHRM5 PAM	CHRM5 agonist	M4 PAM	CRFR2-BP ag	CHRM4 antagonist	IDE inh	M5 antag	CRFR2-BP antag
CCCc1cc(=O)[nH]c(/N=C(\N)Nc2ccccc2)n1	1.0	-7.5	-1.3	7.4	-0.2	-4.3	12.3	7.9	-11.8
O=C(C1=C[C@H](c2ccc(Br)cc2)C[C@H](OCCCCO)O1)N1CCN(Cc2ccccc2)CC1	4.6	-1.0	-3.7	0.2	-0.6	-7.3	11.8	8.7	0.7
Cc1nn(CC(=O)NCCCN2CC(C)CC(C)C2)c(=O)c2cccn12 (stereo unspecified)	0.1	-3.0	-6.5	2.7	-0.8	1.1	-3.5	17.5	7.0
O=C(CN1C(=O)C2C3CCC(C3)C2C1=O)OCC(=O)c1ccc(Br)cc1 (stereo unspecified)	9.5	-2.1	1.1	-0.5	0.0	-1.6	-3.1	0.2	8.7
O=C1C(=O)N(CCN2CCCCC2)c2ccccc21	0.1	1.5	-7.5	-0.8	1.9	-9.8	-4.2	-0.8	0.8
Cc1nn(CC(=O)O)c(C)c1C	0.5	-1.2	-2.0	-4.1	0.4	3.3	0.9	-4.0	-11.0
COc1cc(NC(=O)c2ccc3c(c2)S(=O)(=O)N=C2CCCCCN23)cc(OC)c1	1.4	-0.8	0.5	4.2	-2.1	4.4	2.7	-4.0	10.7
COc1cccc2cc(NC(=O)C3CCCCC3)c(=O)oc12	1.2	5.1	2.6	-1.5	0.6	4.6	-5.6	0.7	-5.7
Fc1ccc(-n2nnc(-c3ccccc3)n2)cc1	0.8	7.2	0.1	2.3	0.9	-6.9	x	-9.3	-0.7
CC1CN(C(=O)c2ccc(COc3ccc(C(C)C)cc3)o2)CC(C)O1 (stereo unspecified)	2.9	-1.1	5.2	-6.0	-2.6	-2.9	0.1	4.2	12.6
COC1=CC2(O)CCCC2=CC1=O (stereo unspecified)	4.4	11.7	-3.2	9.8	0.2	-3.4	4.4	-7.8	-7.9
CCOC(=O)N1CCN(C(=O)C[C@@H]2C[C@@]3(C(=O)OCC)CCC=C3N(Cc3ccc4c(c3)OCO4)C2=O)CC1	0.2	-1.9	2.4	-0.4	x	-11.4	x	-7.2	x
C=CCSc1nc2ccsc2c(=O)n1-c1ccccc1	2.0	5.3	-4.7	7.3	-0.2	-13.1	6.0	-9.9	-2.1
COc1ccc(-n2nc(C)cc2N)cc1	0.4	2.0	-0.8	0.2	-2.2	8.3	7.3	6.2	10.1
N#CC1=C(S)N(c2ccccc2)C(c2ccco2)NC1=O (stereo unspecified)	2.3	-0.6	-1.5	3.7	4.0	-8.5	1.5	9.0	-14.7
Nc1cc(-c2cccc(F)c2)nn1S(=O)(=O)c1cccc2nsnc12	3.1	-9.1	-3.0	-2.7	-0.8	-21.5	-2.5	4.5	0.6
CCOC(=O)C1=C(c2ccccc2)NC(=O)NC1c1cc(OC)c(O)c([N+](=O)[O-])c1 (stereo unspecified)	0.9	-7.0	1.4	-3.1	-2.0	-1.9	0.7	8.0	11.3
O=C(Nc1ccc(Cl)cc1)c1ccncc1	0.2	0.5	-3.8	1.2	-4.1	5.1	8.0	-2.7	17.8
CC1CCN(CCCn2c(=S)[nH]c3ccc(N4CCOCC4)cc3c2=O)CC1	0.8	-13.3	-1.9	0.0	0.8	4.7	4.4	16.1	11.2
COc1ccccc1NC(=S)N1CCCc2ccccc21	7.0	-7.6	-2.0	-7.6	-0.1	-0.5	-0.8	15.0	8.7
COc1cccc(-c2cnc3cccnn23)c1	-0.1	-1.4	0.2	-2.1	x	10.7	x	2.5	x
CC(=O)c1ccc(NC(=S)N2CCN(CCN3C(=O)c4cccc5cccc(c45)C3=O)CC2)cc1	-0.1	-4.8	-1.6	-4.2	0.4	9.2	0.7	15.9	9.6
O=C(CCN1CCCO1)NC1CCCc2c1cnn2-c1ccccc1F (stereo unspecified)	1.7	-7.0	-3.8	0.3	-0.8	-4.1	8.4	15.6	8.1
CC(C)c1ccc(NC2CCCN(C(=O)C3=NN(C)C(=O)CC3)C2)cc1 (stereo unspecified)	0.7	-3.6	-2.9	-2.4	-1.1	6.3	3.8	4.9	-11.0
O=C(CCC(=O)N(CC(=O)NC1CCCC1)Cc1ccc(F)cc1)Nc1nccs1	0.4	5.5	-3.0	3.7	-0.3	-0.5	0.9	3.0	2.6
Cc1noc(C)c1C(=O)N1CCCC(Nc2ccc(C(C)C)cc2)C1 (stereo unspecified)	1.4	3.7	0.5	2.8	-0.6	-4.7	-1.3	-11.8	-9.6
Cc1ccc(-n2[nH]c(C)c(/C=C3/C=Nc4ccccc43)c2=O)cc1C	-0.3	1.1	0.0	0.0	-1.3	7.6	0.5	-7.5	25.4
CC(Nc1ccc2c(c1)OCCO2)C(=O)N1c2ccccc2CC1C (stereo unspecified)	4.8	0.8	2.6	-2.4	-1.2	-7.4	-3.4	8.7	-16.5
Cc1ccccc1NC(=O)COC(=O)[C@@H]1CCCN1C(=O)c1cccs1	1.8	6.6	1.3	5.3	-2.6	-8.5	-3.5	8.6	3.9
O=S(=O)(CC(c1ccccc1)N1CCCCC1)c1ccc(Cl)cc1 (stereo unspecified)	-1.6	5.4	-2.0	-1.2	-0.2	9.4	7.0	-1.5	-3.4
COc1ccccc1OCc1nnc(SCC(=O)c2cc(Cl)ccc2OC)o1	6.9	-14.7	-3.5	-11.3	-1.5	-1.3	5.0	21.4	11.9
c1ccc2oc(SCc3cn4ccccc4n3)nc2c1	2.2	-4.3	-0.8	0.0	1.3	5.2	1.4	6.8	5.5
Cc1ccc(C)n1-n1c(C)nc2scc(-c3ccccc3)c2c1=O	-3.1	-3.1	0.5	-4.5	-0.4	7.6	6.6	12.1	1.1
COc1ccc(NC(C)=O)cc1S(=O)(=O)Nc1cccc(S(=O)(=O)NC2=NCCC2)c1	0.1	-2.0	3.2	-0.8	-0.7	11.3	0.9	-4.3	-0.8
C/C(=N\NC(=S)NCc1ccccc1)c1ccc2ccccc2c1	6.8	-18.2	-2.6	-19.4	5.7	-2.4	2.8	14.2	-10.9
Cc1cc(C(=O)CSc2nc3ccccc3[nH]2)c(C)n1Cc1ccco1	19.2	-17.0	7.1	-25.7	-0.1	11.9	-0.5	27.5*	-37.1
CCn1c(-c2ccoc2C)n[nH]c1=S	1.2	4.5	-2.7	25.9	1.5	3.5	3.6	-3.0	-4.8
CCn1cc(C(=O)NCCN(CC(C)C)CC(C)C)c(=O)c2cc(S(=O)(=O)N3CCOCC3)ccc21	0.6	-4.5	-4.6	2.6	2.5	-14.6	-0.2	8.5	-16.7
CC1CCCCN1C(=O)c1ccc(COc2ccc([N+](=O)[O-])cc2)o1 (stereo unspecified)	1.5	-7.4	-5.2	0.9	3.4	-2.5	-4.0	12.5	1.5
CN1C(=O)C2C(c3ccc(N(C)C)cc3)=NN(Cc3ccccc3)C2C1=O (stereo unspecified)	1.1	0.2	-0.1	5.1	-1.8	-0.1	5.3	3.0	-9.7
C=CCn1c(=O)c2c(nc3n2CCCN3CCc2ccc(OC)c(OC)c2)n(C)c1=O	2.9	0.7	-1.6	2.1	-1.3	4.8	x	2.4	-1.1
C[C@@H]1COC(=O)[C@H](Cc2ccc(F)cc2)CC/C=C/C[C@@H](CC(=O)N[C@H](CO)Cc2ccccc2)C(=O)N1	1.4	5.0	-1.3	8.4	-0.8	-2.4	2.5	0.6	-0.2
O=C(c1ccc(OC2CCN(CCCc3ccccc3)CC2)cc1)N1CCCC1	1.9	-15.3	-8.2	-14.8	1.8	30.5*	1.4	16.3	6.4
OC[C@@H]1CN(Cc2cccs2)C[C@H](n2cnc3c(NCc4ccc(F)cc4)ncnc32)O1	4.7	-0.4	3.2	-2.0	x	-12.5	x	1.0	x
